# Source: PubChem BioAssay (Broad Institute)
# ERp5 block: inhibitors of ERp5-driven insulin aggregation, primary screen, biochemical, turbidity, absorbance 650 nm, single point | AID 651711, 2012 | inhibition, % at 9.99 µM | 90 min | actives 0.05% (n = 350,000);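 active = mean replicate inhibition above about 25%, with every replicate also reaching it, limit read from the data, passing the limit was not always enough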
# E-selectin induc: E-selectin induction in HUVECs, primary screen, imaging, HUVEC, immunofluorescence imaging, single point; actives 0.37% (n = 260,000); activation, % at 7.58 µM; normalized: neutral wells 0, TNF-alpha wells 100;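 active = mean E-selectin-positive cell signal at least 10% of the positive control, reached in at least 60% of replicates, without over 20% cell loss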;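 also: in these data hits start at about 27%; measured in HUVEC primary endothelial cells; signal is the percent of cells scored E-selectin positive by PE staining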
#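 Test system: HUVEC; input: 3,000 HUVEC/well; measured by: immunofluorescence imaging; read-out: % PE-positive cells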
# RAD54 branch: inhibitors of human RAD54 branch migration, primary screen, biochemical, fluorescence, single point | inhibition, % at 10.4 µM | AID 602329, 2012 | actives 0.14% (n = 360,000) | DNA repair and recombination protein RAD54-like (Homo sapiens), Q92698 | RAD54 Holliday junction branch migration, FAM/BHQ fluorescence;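 active = mean normalized replicate activity at least 40 and at least half of replicates scoring 40 or more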;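 also: 0% = median of neutral control wells and 100% = median of positive control wells; inhibitors cause a drop in the FAM fluorescence signal; in these data hits start at about 50%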
# ARNT TACC3 PPI: disruptors of ARNT/TACC3 protein interaction, primary screen, biochemical, AlphaScreen, single concentration; inhibition, % at 9.99 µM; Transforming acidic coiled-coil-containing protein 3 (Homo sapiens), Q9Y6A5; actives 0.66% (n = 390,000); AID 623870, 2012; AlphaScreen His-ARNT PAS-B/GST-TACC3 binding, luminescence; TACC3 fragment carries E629A point mutation;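 active = mean inhibition of replicates at least 50% and at least half of replicates each reaching 50%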;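 also: 0% = complete ARNT plus TACC3 wells and 100% = ARNT alone without TACC3; many hits fall short of the cut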
# esBAF inh: Bmi1 luciferase reporter increase in mESCs, primary screen, esBAF inhibitor project, mouse ES cells, Bmi1 luciferase knock-in, single point; 24 h; 100% = twice the neutral-well signal; actives 2% (n = 350,000); reporter increase, % at 12.5 µM; in the data active = activation above about 40%;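 also: 0% = median of the plate's neutral control wells and 100% = double that signal; a rise in the Bmi1 reporter signal indicates esBAF inhibition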
# Casp6 inh: human caspase-6 inhibitors, primary screen, biochemical, VEID-R110 fluorescence, single point, set 2 | purified caspase-6, Z-VEID-R110 cleavage fluorescence | inhibition, % at 12.5 µM | actives 0.53% (n = 350,000) | AID 686996, 2013;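 active = mean inhibition across replicates at least about 35%, with every replicate also reaching that limit, limit read from the data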;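 also: 0% = median of neutral control wells and 100% = no fluorescence left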
# Target sequence (P55212 24-179 limits assumed): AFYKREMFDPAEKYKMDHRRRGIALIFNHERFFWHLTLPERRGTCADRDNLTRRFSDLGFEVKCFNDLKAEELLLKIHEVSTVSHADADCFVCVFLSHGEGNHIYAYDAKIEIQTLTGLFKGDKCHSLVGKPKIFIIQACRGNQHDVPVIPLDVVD
# Target sequence (P55212 194-293 limits assumed): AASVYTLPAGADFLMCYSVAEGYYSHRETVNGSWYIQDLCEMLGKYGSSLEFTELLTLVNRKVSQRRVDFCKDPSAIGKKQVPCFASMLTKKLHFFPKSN
# PglD DTNB: C. jejuni PglD acetyltransferase inhibitors, primary screen, biochemical, DTNB colorimetric, single point | UDP-N-acetylbacillosamine N-acetyltransferase PglD (Campylobacter jejuni) | purified PglD enzyme, DTNB colorimetric CoA detection | inhibition, % at 12.5 µM | actives 0.098% (n = 360,000); in the data active = inhibition above about 16%, passing the limit was not always enough; also: strong numbers were not always called active
# RAD52 anneal inh: RAD52 DNA annealing inhibitors, primary screen, biochemical, FRET, single point, set 2; DNA repair protein RAD52 homolog (Homo sapiens), P43351; recombinant RAD52 DNA annealing, FRET fluorescence; inhibition, % at 18.7 µM; actives 0.46% (n = 360,000); AID 651710, 2012;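 active = every replicate showing at least 50% inhibition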
# Target sequence (P43351 whole entry, looked up): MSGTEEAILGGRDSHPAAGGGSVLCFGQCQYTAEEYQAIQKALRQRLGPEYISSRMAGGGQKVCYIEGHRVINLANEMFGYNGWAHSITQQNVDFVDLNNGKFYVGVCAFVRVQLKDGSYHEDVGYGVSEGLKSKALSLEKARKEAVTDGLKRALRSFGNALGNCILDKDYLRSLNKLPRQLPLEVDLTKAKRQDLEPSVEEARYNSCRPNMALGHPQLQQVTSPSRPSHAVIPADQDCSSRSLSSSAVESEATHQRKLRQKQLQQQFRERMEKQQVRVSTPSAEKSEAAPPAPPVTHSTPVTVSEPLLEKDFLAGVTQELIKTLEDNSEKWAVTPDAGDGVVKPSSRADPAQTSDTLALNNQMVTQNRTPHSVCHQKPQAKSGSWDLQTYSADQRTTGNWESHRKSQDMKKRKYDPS
# * hit, by the source's call; · = not tested or not shown.
SMILES,ERp5 block,E-selectin induc,RAD54 branch,ARNT TACC3 PPI,esBAF inh,Casp6 inh,PglD DTNB,RAD52 anneal inh
COc1cc(OC)cc(C(=O)N[C@H](C(=O)Nc2nc3ccccc3[nH]2)C(C)C)c1,3,0.5,-5,11,-20,-4,-1,-25
Cc1ccc(OC(C)C(=O)N2CC(=O)Nc3ccccc32)cc1 (centres undefined),-2,0.1,-18,-2,4,2,6,-5
O=S1(=O)NC(=NCc2ccco2)c2ccccc21,3,·,7,3,-1,3,-4,-13
COc1cc(/C=C(/C#N)c2ccc(C)cc2)ccc1Oc1ccc([N+](=O)[O-])cn1,13,·,1,0,2,0,-5,-16
CCN(CC)C(=O)CSc1nnc(CNc2ccc(F)cc2)o1,·,·,-4,-6,4,·,6,·
C/C(=N\O)C(C)(C)Nc1cccc(Br)c1,4,-0.1,·,14,·,1,·,-9
COc1ccc(S(=O)(=O)Cc2ccc(C(=O)N3CCN(c4ccccc4F)CC3)o2)cc1,1,·,0,-5,-1,3,0,3
CCOC(=O)N1CCN(C(=O)c2cccc(N3C(=O)NC4CC3(C)Oc3ccc(Cl)cc34)c2)CC1 (centres undefined),4,-0.1,0,-9,2,1,1,-6
CN(C)c1ccc(/C=C/c2nc3ccccc3c(=O)[nH]2)cc1,2,-0.1,·,-3,·,-1,·,-81
COc1ccc(-c2nsc3c(N4CCN(C(=O)c5ccco5)CC4)ncnc23)cc1,·,·,-3,13,32,·,-6,·
COC(=O)[C@@]12C[C@@H](CC(=O)N3CCN(C(=O)c4ccco4)CC3)C(=O)N(Cc3cccc4ccccc34)C1=CCC(C)(C)C2,-4,-0.2,·,·,·,1,·,-3
CC(C)C#Cc1ccc2c(c1)O[C@H](CN(C)C(=O)c1ccccc1)[C@H](C)CN([C@H](C)CO)S2(=O)=O,2,-0.1,-3,0,8,0,1,-5
O=C(Cn1nnc2ccccc21)N/N=C/c1ccco1,2,·,·,-2,·,1,·,-1
C[C@@H]1CN([C@H](C)CO)C(=O)c2cccc(N(C)C)c2O[C@@H]1CN(C)Cc1ccccc1,3,-0.3,6,-8,-4,1,-2,-12
COc1cnn(-c2ccc([N+](=O)[O-])cc2)c(=O)c1Cl,·,·,-4,0,·,4,-2,-7
O=C(C[C@H]1C=C[C@H](NC(=O)Nc2cc(F)ccc2F)[C@H](CO)O1)NCCCN1CCOCC1,0,-0.1,1,1,4,-2,6,7
O=C(O)CCS(=O)(=O)c1nc(-c2cccs2)cc(C(F)(F)F)n1,6,·,2,-2,-3,6,2,-15
CO[C@H]1CN(C)C(=O)c2ccc(NC(=O)c3nc4ccccc4s3)cc2OC[C@@H](C)N(Cc2cccnc2)C[C@H]1C,·,0.0,-9,4,11,·,3,·
O=C(Nc1ccon1)Nc1cc(Cl)ccc1Cl,-1,0.9,-4,2,·,0,-5,1
C=CCN1C(=O)[C@@]2(O[C@@H](CCn3cc(CCO)nn3)[C@H]([Si](C)(C)c3ccc(OC)cc3)[C@H]2C)c2cc(N3CCOC3=O)ccc21,-3,·,1,-5,·,3,0,14
CCN1C(=O)CS/C1=N\c1nccs1,·,·,7,-5,-1,·,-2,·
CCN(CC)S(=O)(=O)c1ccc(OC)c(NC(=S)Nc2ccc(C)c(C)c2)c1,1,·,·,6,·,1,·,-35
CCCCNC(=O)[C@@H]1CSC2c3ccc(OC)c(OC)c3C(=O)N21 (some centres undefined),-4,0.0,6,4,-6,1,6,-2
N#C/C(=C\Nc1ccc(Cl)cn1)S(=O)(=O)c1ccccn1,5,1.9,·,1,·,0,·,-11
N#CCSc1nnc(CNc2cccc(Cl)c2)o1,·,·,6,-3,-1,·,0,·
O=C(NCc1ccccc1)c1ccc(CN2CCC(Cc3ccccc3)CC2)cc1,1,-0.1,-3,-5,-2,3,4,-89
O=C(Cn1ncc2c3ccccc3n(Cc3ccccc3)c2c1=O)NCCCN1CCCC1,1,·,0,·,2,-6,1,-8
CS(=O)(=O)c1ccc(C(=O)Nc2ccc(S(=O)(=O)N3CCCCC3)cc2)cc1,0,-0.4,·,·,·,-1,·,-7
CCCCC(NC(=O)c1ccc(C#N)cc1)C(=O)NCCC (centres undefined),1,-0.2,7,1,3,0,-4,-14
O=C(Nc1nc2ccccc2c(=O)s1)c1ccco1,·,·,-4,-23,-3,2,0,-12

# Brought forward from above: seven entries; new compounds follow.
SMILES,ERp5 block,E-selectin induc,RAD54 branch,ARNT TACC3 PPI,esBAF inh,Casp6 inh,PglD DTNB,RAD52 anneal inh
N#C/C(=C\Nc1ccc(Cl)cn1)S(=O)(=O)c1ccccn1,5,1.9,·,1,·,0,·,-11
N#CCSc1nnc(CNc2cccc(Cl)c2)o1,·,·,6,-3,-1,·,0,·
O=C(NCc1ccccc1)c1ccc(CN2CCC(Cc3ccccc3)CC2)cc1,1,-0.1,-3,-5,-2,3,4,-89
O=C(Cn1ncc2c3ccccc3n(Cc3ccccc3)c2c1=O)NCCCN1CCCC1,1,·,0,·,2,-6,1,-8
CS(=O)(=O)c1ccc(C(=O)Nc2ccc(S(=O)(=O)N3CCCCC3)cc2)cc1,0,-0.4,·,·,·,-1,·,-7
CCCCC(NC(=O)c1ccc(C#N)cc1)C(=O)NCCC (centres undefined),1,-0.2,7,1,3,0,-4,-14
O=C(Nc1nc2ccccc2c(=O)s1)c1ccco1,·,·,-4,-23,-3,2,0,-12
Cc1ccc(Cc2nc(-c3cccnc3)no2)cc1,-2,0.1,-2,-6,8,3,3,7
COc1cc(-c2ccc3oc(-c4ccsc4)c(C#CC4(O)CCCCC4)c3c2)cc(OC)c1OC,3,-0.1,0,·,-10,-2,-1,-15
COc1ccc(-c2nc3c4ccccc4ccn3c2Cc2cccc(F)c2)cc1OC,-6,·,3,·,41*,-2,1,-261
CCN(CC)CCCNC(=O)c1ccc2c(=O)n(Cc3ccc4c(c3)OCO4)c(=S)[nH]c2c1,0,5.1,1,7,2,-9,3,10
O=C(CS(=O)(=O)c1ccc2ccccc2c1)Nc1ccccc1Cl,-3,·,·,-4,·,0,·,-10
O=C1[C@H](Cc2ccccc2)CCn2cc(nn2)COCC2CCCN12 (some centres undefined),-3,-0.1,·,·,·,-4,·,7
O=C1N2CN(C(c3ccccc3)c3ccccc3)CN=C2SC1(CO)CO,·,·,1,-5,-2,·,-1,·
Cc1cc(Nc2ccccc2)nc(N)n1,-10,·,·,-1,·,1,·,-1
COc1cccc(NC(=O)CCNC(=O)C2CCN(S(=O)(=O)c3ccc(F)cc3)CC2)c1,-2,·,15,-4,-3,1,0,-11
CC(=O)N(C)C[C@@H]1[C@H](c2ccc(-c3cccnc3)cc2)[C@H](CO)N1C(=O)C1CC1,-2,-0.1,·,·,·,-1,·,-7
Cc1cccc(NC(=S)NC(=O)c2cc(-c3ccccc3)nc3ccccc23)c1,·,·,4,-6,3,·,4,·
O=C1NC[C@H](Cc2ccccc2)N(CC2CCCCC2)C1=O,2,-0.1,-5,-10,-3,0,1,-5
Cc1ccccc1NC(=O)c1nn(-c2ccc(F)c(F)c2)ccc1=O,0,0.2,·,-15,·,-2,·,15
O=S(=O)(CCn1cccc1)CCn1cccc1,·,·,-3,2,-7,·,-3,·
Cn1c(CN2CCN(CC#N)CC2)c(C#N)c2ccccc21,·,·,1,20,2,·,-4,·
CCCC(=O)Nc1ccccc1NC(=O)C1CCCCC1,·,·,-10,-3,-2,·,5,·
O=C(Cn1nnc2ccccc21)OCC(=O)c1ccc(Cl)cc1,1,0.1,·,·,·,1,·,-20
O=C1CN(S(=O)(=O)Cc2ccccc2)C[C@H]2[C@H](c3ccc(C#Cc4ccccc4)cc3)[C@H](CO)N12,1,0.4,·,·,·,0,·,-15
Cc1ccc2c(c1)c1nnc(SCC(=O)N3CCCc4ccccc43)nc1n2CC(=O)O,-4,·,·,67*,·,6,·,-19
Cc1ccc(NC(=O)N2CCCCCC2)cc1C,5,-0.1,-11,-4,52*,-1,7,-9
CC(=O)Nc1cccc(NC(=O)c2cccc(OCc3ccccc3)c2)c1,1,0.2,5,-3,9,·,1,-9
Cc1ccc(-n2ccc(=O)c(C(=O)Nc3ccc(S(=O)(=O)Nc4nccs4)cc3)n2)cc1,5,·,-4,2,-6,2,4,-11
C(#Cc1ccc(C#CCN2CCCC2)cc1)CN1CCCC1,·,·,6,6,3,·,5,·
FC(F)(F)c1nnc2c(Sc3ccccc3)nc3ccc(Cl)cc3n12,·,-2.1,3,-5,2,·,-3,·
C[C@@H]1CN([C@H](C)CO)C(=O)c2cccc(NS(=O)(=O)c3ccc(F)cc3)c2O[C@@H]1CN(C)S(=O)(=O)c1ccc(F)cc1,-1,-0.2,-6,1,-3,0,3,8
C/C(CC(=O)Nc1c(Cl)cccc1C(F)(F)F)=N\NC(=O)c1cnccn1,5,0.1,-5,·,4,-3,0,-12
CC(NC(=O)c1cccc(S(=O)(=O)N(C)C)c1)C1CC2CCC1C2 (centres undefined),-2,3.0,-9,-1,1,-1,0,-6
C[C@@H](NC(=O)C[C@H]1CC[C@@H]2[C@H](COC[C@@H](O)CN2Cc2ccc(C(F)(F)F)cc2)O1)c1ccccc1,0,-0.2,-3,29,-3,1,-3,11
CSc1ccccc1NC(=O)COC(=O)Cn1cc(C(F)(F)F)ccc1=O,3,-0.2,-26,-1,-2,1,-1,-18
CC(C)NC(=O)NCC[C@H]1CC[C@H](NS(=O)(=O)c2ccc(-c3ccccc3)cc2)[C@H](CO)O1,0,-0.3,0,2,7,0,0,4

# Record cards (already shown):
# `CC(=O)Nc1cccc(NC(=O)c2cccc(OCc3ccccc3)c2)c1` as listed: ERp5 block = 1; E-selectin induc = 0.2; RAD54 branch = 5; ARNT TACC3 PPI = -3; esBAF inh = 9; Casp6 inh = ·; PglD DTNB = 1; RAD52 anneal inh = -9
# `Cc1ccc(-n2ccc(=O)c(C(=O)Nc3ccc(S(=O)(=O)Nc4nccs4)cc3)n2)cc1` as listed: ERp5 block = 5; E-selectin induc = ·; RAD54 branch = -4; ARNT TACC3 PPI = 2; esBAF inh = -6; Casp6 inh = 2; PglD DTNB = 4; RAD52 anneal inh = -11
# `C/C(CC(=O)Nc1c(Cl)cccc1C(F)(F)F)=N\NC(=O)c1cnccn1` as listed: ERp5 block = 5; E-selectin induc = 0.1; RAD54 branch = -5; ARNT TACC3 PPI = ·; esBAF inh = 4; Casp6 inh = -3; PglD DTNB = 0; RAD52 anneal inh = -12

# The results go on:
SMILES,ERp5 block,E-selectin induc,RAD54 branch,ARNT TACC3 PPI,esBAF inh,Casp6 inh,PglD DTNB,RAD52 anneal inh
COC(=O)N/N=C/c1cn(CCOc2ccc(OC)cc2)c2ccccc12,2,3.8,-7,-7,-7,4,1,-21
Cc1cc(N2CCOCC2)n2nc(C(F)(F)F)c(-c3ccccc3)c2n1,0,·,-4,1,-6,2,1,-3
Cc1ccc(NC(=O)CCc2nc3ccccc3[nH]2)cc1C,2,-2.0,2,-2,-8,-2,4,-3
COc1ccc(N2C(=O)/C(=C\c3ccco3)N=C2SCC(=O)NC(C)C)cc1Cl,1,·,·,-4,·,-1,·,-6
